# Yfh1-off respiration = enhancers of respiration in Yfh1-depleted yeast, dose response, Friedreich's ataxia, plus single-dose screen (AID 1465); S. cerevisiae Yfh1-off respiration, WST-1 reduction, 72 h; higher fold induction means a stronger effect; fold induction at 50 µM; hits with a dose series show EC50 in µM; 0.074% of 220,000 active;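 active = fold induction of absorbance versus untreated yeast above a set limit, then at least 30% activation at any dose in follow-up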;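 note: activators that raise dye reduction in frataxin-depleted yeast; strong numbers were not always called active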
# AID2073 = inhibitors of Mint1-CaV2.2 protein interaction, biochemical, HTRF (AID 2073) | Voltage-dependent N-type calcium channel subunit alpha-1B (Homo sapiens) | HTRF protein-protein interaction, Mint1-CaV2.2; higher % means a stronger effect | one-dose inhibition, % at 20 µM; IC50 in µM for titrated hits | 0.19% of 290,000 active; in the data active = inhibition mostly above about 51%, no sharp cut-off; note: some results filed as inactive read as strong as hits
# WT yeast gro inh = growth inhibition of WT strain, primary screen, mitochondrial fusion inhibitor project, WT and mutant strains, chemical genetic; 2.1% of 190,000 active; inhibition, % at 10 µM; mitochondrial fusion phenotypic screen; in the data active = inhibition above about 58%; tested in S. cerevisiae
# b-catenin transl = modulators of beta-catenin nuclear translocation, primary screen, imaging, HeLa cells, immunofluorescence, high-content; 0.3% of 190,000 active; AID 1665, 2009; nuclear translocation activity, % at 5 µM;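 active = nuclear translocation activity above 50% at 5 µM, with a well cell count of 50 or more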;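 note: per-cell ratio of nuclear to cytoplasmic median beta-catenin stain intensity; plate controls were DMSO negative control for no effect and GSK-3 inhibitor IX positive control for full effect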
#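 Read-out: Nuclear/cytoplasmic beta-catenin signal ratio, % activation | Assay system: Human HeLa cell line | Times: 24 h compound exposure at 37°C, 5% CO2 | Signal: Fluorescence imaging of beta-catenin antibody stain plus DAPI | Dosing: 5 µM primary, 0.02–20 µM confirmation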
# MT stabilize HCS = microtubule stabilizers in HeLa cells, primary screen, imaging, high-content imaging; HeLa tubulin immunostaining HCS, 24 h; share of cells brighter than vehicle mean+2SD; % tubulin-high responders, % at 10 µM; 0.83% of 200,000 active;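 active = plate Z-score above 3 for both tubulin-high and condensed-nucleus cell shares, with cell loss under 80%, at 10 µM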;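 note: anti alpha tubulin signal scored within the nucleus-defined area of each cell; some results filed as inactive read as strong as hits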
# HIV peptide binding = inhibitors of HIV fusion peptide binding, primary screen, biochemical, uHTS, fluorescence dequenching (AID 1986). 0.3% of 290,000 active. inhibition, % at 20 µM, or IC50 in µM where a hit was titrated. cell-free peptide binding, fluorescence dequenching, 30 min; higher % means a stronger effect; in the data active = inhibition mostly above about 52%, no sharp cut-off; inactive = mostly below about 76%; note: some results filed as inactive read as strong as hits
# Insulin prom up = insulin promoter activators in MIN6 cells, imaging, high-content screening, mouse beta cells; 0.3% of 190,000 active; MIN6 insulin promoter-GFP reporter; hits give high values; z-score at 5 µM;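 active = z-score above 3 at 5 µM with at least 500 cells counted in the well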
# Dynein transport = inhibitors of GR-EGFP nuclear translocation, primary screen, dynein cargo transport inhibitor project, imaging, high-content, 3617.4 mouse cells; AID 1381, 2008; z-score, hits read low; test concentration mostly 20 µM; stimulated with dexamethasone, 1 µM; hits give low values; 0.47% of 220,000 active;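 active = plate z-score of nuclear minus cytoplasmic receptor signal below a set negative limit, without overly bright fluorescence or cell loss, cut at about -3.5 in these data, passing the limit was not always enough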;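 note: z-score of nuclear minus cytoplasmic ring GR-EGFP intensity difference per well; some compounds called inactive have numbers as strong as hits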
#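 Buffer or medium: tet-free medium with charcoal-stripped serum / Also added: dexamethasone agonist, 1.0 µM final, for 30 min / Timing: induction 48 h, compound 1 h, agonist 30 min / Measured by: high-content fluorescence imaging after fixation / Read-out: nuclear-to-cytoplasmic GR-EGFP distribution per well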
# Autophagy HCS = autophagy modulators in MEF cells, primary screen, imaging, high-content, MEF GFP-LC3; 0.98% of 190,000 active; calls only at 10 µM (by protocol); MEF GFP-LC3 puncta imaging; test concentration mostly 10 µM;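 active = percentage of spot-positive cells more than 3 SD above its plate mean, without a fluorescence outlier flag or 80% toxicity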;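 note: spot-positive cell cutoff set from DMSO-treated cells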
# WT yeast gro inh mutant strain = further read-out of WT yeast gro inh, marked with its call; inhibition, %; mitochondrial fusion phenotypic screen, mutant strain inhibition
# Dynein transport cytoplasmic EGFP = also measured in Dynein transport; calls as there; z-score; measured here: cytoplasmic GR-EGFP intensity; hits give high values
# Dynein transport nuclear GR-EGFP = second read-out of Dynein transport, no call of its own (marks repeat the call); z-score; measured here: nuclear GR-EGFP intensity;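 lower value marks the stronger effect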
# Dynein transport cell count = second read-out of Dynein transport, no call of its own (marks repeat the call); z-score; measured here: cell count per field
# Insulin prom up cell count = recorded beside Insulin prom up, whose call it bears; cell count; measured here: cytotoxicity, nuclei count;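 total cells summed across four imaged fields per well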
# b-catenin transl cell count 5 µM = further read-out of b-catenin transl, marked with its call; cell count; measured here: cell count, cytotoxicity flag
# MT stabilize HCS Hoechst-high % = also measured in MT stabilize HCS; calls as there; % Hoechst-high responders; measured here: nuclear condensation Hoechst responders;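 share of cells brighter than vehicle mean plus two SD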
# MT stabilize HCS cytotoxicity % = second read-out of MT stabilize HCS, no call of its own (marks repeat the call); toxicity, %; measured here: cytotoxicity by cell density;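 0% = mean cell density of plate MIN control wells and 100% = no cells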
# Autophagy HCS cell loss 18 h = also measured in Autophagy HCS; calls as there; toxicity, %; measured here: cell loss, nuclei count;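 cell loss after 18 h compound exposure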
# Starred values were filed as active, the others as inactive; i = inactive; / = not tested or not shown.
1	N/C(=N\OC(=O)/C=C/c1ccccc1)c1ccccn1
2	C/C(=N\NC(=S)Nc1cccc(C)c1)c1cccc(N)c1
3	COc1cccc(/C=C/C(=O)NCc2cn3cc(Cl)ccc3n2)c1
4	C=CCNC(=O)NC(=O)c1csc([N+](=O)[O-])c1
5	Cc1nn(C)cc1CN(C)C(=O)CCc1nnc(CCC2CCCCC2)o1
6	COc1cc(Nc2ccccn2)cc(C(=O)Nc2cccc(C(F)(F)F)c2)c1
Screen / compound no.,1,2,3,4,5,6
Yfh1-off respiration,i,i,i,i,i,i
AID2073,-3%,2%,4%,20%,3%,-8%
WT yeast gro inh,-4,10,-3,/,2,/
WT yeast gro inh mutant strain,14,-3,11,/,-7,/
b-catenin transl,-0.2,2.7,-1.5,0.0,0.7,0.1
b-catenin transl cell count 5 µM,1522,1198,1138,1271,1546,1280
MT stabilize HCS,4.2,2.6,3.0,/,2.8,/
MT stabilize HCS Hoechst-high %,4.3,2.7,4.2,/,1.9,/
MT stabilize HCS cytotoxicity %,8.5,11,5.9,/,8.2,/
HIV peptide binding,-0.6%,1.7%,-0.9%,1.1%,0.5%,0.9%
Insulin prom up,0.59,-0.57,-0.1,0.41,-0.22,-0.42
Insulin prom up cell count,1388,1228,1214,1065,1531,898
Dynein transport,0.29,0.77,-0.86,0.11,0.46,0.16
Dynein transport cytoplasmic EGFP,0.35,-0.23,-0.3,-0.047,0.021,-0.83
Dynein transport nuclear GR-EGFP,0.49,0.52,-0.13,0.51,0.41,0.013
Dynein transport cell count,0.49,-0.49,1.6,-1.2,0.66,0.23
Autophagy HCS,i,i,i,/,i,/
Autophagy HCS cell loss 18 h,16,-3,0,/,-6,/

7	O=C1CCCN=C(Nc2ccc(F)c(Cl)c2)S1
8	CC1Cc2ccccc2N1C(=O)CSc1nnc2sc3ccccc3n12 (stereo not drawn)
9	CCn1c(SCC(=O)NC2CCCC2)nnc1-c1c[nH]c2ccccc12
10	O=C(NCCCN1CCOCC1)C(=O)N/N=C/c1ccc2c(c1)OCO2
11	CCc1ccc(NC(=O)CSc2nnc(SCC(=O)Nc3ccc(CC)cc3)n2N)cc1
12	CC1CCN(CCOc2ccc(OCc3ccccc3)cc2)CC1
Screen / compound no.,7,8,9,10,11,12
Yfh1-off respiration,i,i,i,i,i,i
AID2073,-12%,-3%,-1%,-2%,21%,-4%
WT yeast gro inh,/,11,3,-15,-12,15
WT yeast gro inh mutant strain,/,20,-3,2,-3,33
b-catenin transl,2.2,/,0.5,0.5,-1.4,1.6
b-catenin transl cell count 5 µM,1267,/,1139,1548,1205,893
MT stabilize HCS,/,0.7,4.0,2.5,1.3,3.3
MT stabilize HCS Hoechst-high %,/,0.9,4.3,2.5,1.2,2.5
MT stabilize HCS cytotoxicity %,/,4.8,9.1,4.9,6.1,7.1
HIV peptide binding,-0.2%,-1.9%,1.0%,-1.3%,-0.4%,0.0%
Insulin prom up,-1.9,0.36,-0.12,0.75,-0.22,-0.22
Insulin prom up cell count,844,950,1745,1578,692,1230
Dynein transport,-1.3,-0.81,-0.0015,-0.46,-0.19,-0.051
Dynein transport cytoplasmic EGFP,-0.28,0.33,-0.18,-0.26,-0.16,-0.2
Dynein transport nuclear GR-EGFP,-0.57,-0.084,0.22,-0.33,0.54,0.12
Dynein transport cell count,1.6,-0.72,-0.06,1.4,0.33,-0.15
Autophagy HCS,/,i,i,i,i,i
Autophagy HCS cell loss 18 h,/,-3,-7,0,-7,0

13	Cc1cccc(NC(=O)CN2CCN(CC(=O)Nc3cccc(C)c3)CC2)c1
14	Cc1oc(-c2cc(F)ccc2F)nc1CN1CCN(c2cnccn2)CC1
15	Cc1ccc(NC(=O)N(CCCN2CCOCC2)Cc2cccs2)cc1C
16	CCOc1ccc(S(=O)(=O)Nc2ccccc2C(=O)Nc2ccccc2N2CCOCC2)cc1
17	CCOc1ccc(NC(=O)c2ccccc2NS(=O)(=O)c2ccc(F)cc2)c([N+](=O)[O-])c1
18	CCOC(=O)Nc1c(C)n(C)n(-c2ccccc2)c1=O
Screen / compound no.,13,14,15,16,17,18
Yfh1-off respiration,i,i,i,i,i,i
AID2073,-1%,1%,-5%,10%,6%,-6%
WT yeast gro inh,17,3,-6,33,5,-13
WT yeast gro inh mutant strain,-2,-12,-5,22,1,3
b-catenin transl,-2.8,0.0,/,-0.6,-0.8,-6.9
b-catenin transl cell count 5 µM,1040,1457,/,1050,1089,951
MT stabilize HCS,2.4,1.3,5.7,2.2,1.8,/
MT stabilize HCS Hoechst-high %,2.7,2.0,2.0,2.5,1.8,/
MT stabilize HCS cytotoxicity %,8.3,3.4,10,10,3.3,/
HIV peptide binding,-1.4%,0.5%,-1.9%,2.0%,15%,-3.2%
Insulin prom up,-0.27,-0.08,0.12,-0.12,/,0.3
Insulin prom up cell count,1160,1606,774,1737,/,1246
Dynein transport,0.24,0.31,-0.13,0.95,0.95,/
Dynein transport cytoplasmic EGFP,-0.22,-0.32,-0.046,0.4,-0.21,/
Dynein transport nuclear GR-EGFP,0.31,-0.47,0.078,0.66,0.67,/
Dynein transport cell count,0.02,0.71,-0.051,-0.44,-0.77,/
Autophagy HCS,i,i,i,i,i,/
Autophagy HCS cell loss 18 h,2,-7,6,-4,-11,/

# Ordered by length of the SMILES (low to high): part of the list above.
7	O=C1CCCN=C(Nc2ccc(F)c(Cl)c2)S1
2	C/C(=N\NC(=S)Nc1cccc(C)c1)c1cccc(N)c1
8	CC1Cc2ccccc2N1C(=O)CSc1nnc2sc3ccccc3n12 (stereo not drawn)
15	Cc1ccc(NC(=O)N(CCCN2CCOCC2)Cc2cccs2)cc1C
5	Cc1nn(C)cc1CN(C)C(=O)CCc1nnc(CCC2CCCCC2)o1
10	O=C(NCCCN1CCOCC1)C(=O)N/N=C/c1ccc2c(c1)OCO2
6	COc1cc(Nc2ccccn2)cc(C(=O)Nc2cccc(C(F)(F)F)c2)c1
17	CCOc1ccc(NC(=O)c2ccccc2NS(=O)(=O)c2ccc(F)cc2)c([N+](=O)[O-])c1
Screen / compound no.,7,2,8,15,5,10,6,17
Yfh1-off respiration,i,i,i,i,i,i,i,i
AID2073,-12%,2%,-3%,-5%,3%,-2%,-8%,6%
WT yeast gro inh,/,10,11,-6,2,-15,/,5
WT yeast gro inh mutant strain,/,-3,20,-5,-7,2,/,1
b-catenin transl,2.2,2.7,/,/,0.7,0.5,0.1,-0.8
b-catenin transl cell count 5 µM,1267,1198,/,/,1546,1548,1280,1089
MT stabilize HCS,/,2.6,0.7,5.7,2.8,2.5,/,1.8
MT stabilize HCS Hoechst-high %,/,2.7,0.9,2.0,1.9,2.5,/,1.8
MT stabilize HCS cytotoxicity %,/,11,4.8,10,8.2,4.9,/,3.3
HIV peptide binding,-0.2%,1.7%,-1.9%,-1.9%,0.5%,-1.3%,0.9%,15%
Insulin prom up,-1.9,-0.57,0.36,0.12,-0.22,0.75,-0.42,/
Insulin prom up cell count,844,1228,950,774,1531,1578,898,/
Dynein transport,-1.3,0.77,-0.81,-0.13,0.46,-0.46,0.16,0.95
Dynein transport cytoplasmic EGFP,-0.28,-0.23,0.33,-0.046,0.021,-0.26,-0.83,-0.21
Dynein transport nuclear GR-EGFP,-0.57,0.52,-0.084,0.078,0.41,-0.33,0.013,0.67
Dynein transport cell count,1.6,-0.49,-0.72,-0.051,0.66,1.4,0.23,-0.77
Autophagy HCS,/,i,i,i,i,i,/,i
Autophagy HCS cell loss 18 h,/,-3,-3,6,-6,0,/,-11

# The list goes on:
19	Cc1cc(C)n(-c2c(F)c(F)c(CN3CCOCC3)c(F)c2F)n1
20	CCc1ccccc1NC(=O)c1cnccn1
21	CCSC(=O)N(CC)CC(=O)Nc1c(CC)cccc1CC
22	C=CCC(Nc1ccccc1)C12C=CC(O1)C(C(=O)OC)=C2C(=O)OC (stereo not drawn)
23	Cc1cc(C(=O)Nc2cc(C(C)(C)C)on2)c(C)o1
24	C(=N\Nc1nc2ccccc2[nH]1)/c1cccc2nccnc12
25	Cc1cc(C)n2cc(COc3ccc4ccccc4c3)nc2n1
26	CC1(C)Cc2c(sc3nc(-c4cc5ccccc5o4)n(N)c(=O)c23)CO1
27	COc1ccc(/C=C/C(=O)c2c(O)cc(C)oc2=O)c(OC)c1
Screen / compound no.,19,20,21,22,23,24,25,26,27
Yfh1-off respiration,i,i,i,i,i,i,i,i,i
AID2073,-8%,3%,0%,-19%,13%,-21%,1%,19%,10%
WT yeast gro inh,-11,17,2,-16,/,/,-5,10,8
WT yeast gro inh mutant strain,5,-5,8,2,/,/,10,-7,15
b-catenin transl,-2.0,0.4,4.4,-3.4,-5.2,0.7,/,/,-1.0
b-catenin transl cell count 5 µM,914,1210,1093,585,1202,1277,/,/,1352
MT stabilize HCS,8.3,4.2,2.1,4.1,/,/,4.8,0.9,0.9
MT stabilize HCS Hoechst-high %,2.5,0.9,1.1,1.8,/,/,2.6,2.3,1.0
MT stabilize HCS cytotoxicity %,2.2,4.4,4.9,4.2,/,/,0.6,10,9.7
HIV peptide binding,-3.7%,3.1%,-1.3%,-1.0%,-1.6%,-0.8%,0.4%,2.4%,30%
Insulin prom up,-0.37,/,0.48,0.95,0.08,-1.6,-0.08,0.17,0.04
Insulin prom up cell count,1263,/,780,1288,1501,947,1485,1292,1574
Dynein transport,-0.83,0.58,0.94,-1.7,1.1,-0.47,-1,0.33,-0.98
Dynein transport cytoplasmic EGFP,-0.23,-0.27,-0.2,0.047,-0.25,-0.2,-0.33,-0.17,-0.063
Dynein transport nuclear GR-EGFP,-0.31,0.45,0.78,-1,0.36,0.19,-0.7,0.2,-0.54
Dynein transport cell count,0.64,-0.78,1.5,0.016,-0.51,0.13,1.2,0.71,0.79
Autophagy HCS,i,i,i,i,/,/,i,i,i
Autophagy HCS cell loss 18 h,19,1,-4,7,/,/,7,0,24
